# Pin1 inhibitor: blocks the human prolyl isomerase Pin1 | Q13526 | Pin1 FP peptide displacement, HiFluor488, 10 min | Potency, µM (top dose mostly 115 µM), for the others: at the top dose activity, negative = inhibition, hits mostly inhibitors | 390,000 compounds, 0.009% hits | AID 504891; active = well fitted inhibition curve with a large enough effect in the polarisation, with a control signal flat, not every such curve was filed as active; inconclusive = small, poorly fitted or top-dose-only effect, or effect the other way, or a change in a side signal; inactive = no such curve, though single readings can be large or run the other way; the % refers to the polarisation; also: potency is read from the fitted curve at half-maximal effect; % is scaled to controls: 0 for no effect and ±100 for the full control effect
# Target sequence (Q13526 whole entry, looked up): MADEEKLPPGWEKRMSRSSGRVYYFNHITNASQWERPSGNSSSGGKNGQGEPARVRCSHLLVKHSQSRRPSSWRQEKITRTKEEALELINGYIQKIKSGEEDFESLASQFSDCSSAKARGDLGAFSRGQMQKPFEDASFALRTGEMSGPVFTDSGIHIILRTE
# G9a block: blocks human histone lysine methyltransferase G9a. 350,000 compounds, 8.8% hits. G9a H3K9 monomethylation, AlphaScreen, 2 h. Potency, µM (titrated, usually from 102 µM), for the others: at the highest dose activity, negative = inhibition, most hits filed as inhibitors. Q96KQ7; also: potency is read from the fitted curve at half-maximal effect; % is scaled to controls: 0 for no effect and ±100 for the full control effect; nearly all actives have a fitted effect of over 75% in size
#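 Methyltransferase reactions run at room temperature for 2 h (20 nM enzyme, 500 nM biotin-H3K9 peptide, 20 uM SAM) after a 15 min compound preincubation; product detected by AlphaScreen beads and anti-H3K9me1 antibody.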
# HP1b chromo inh: HP1-beta chromodomain-methylated histone interaction inhibition. P83916. AlphaScreen HP1-beta / biotin-H3K9me3 peptide binding. Potency, µM (highest dose often 114 µM), inactives show at the highest dose activity change, negative = inhibition, usual class: inhibitors. 390,000 compounds, 0.56% hits; also: potency is read from the fitted curve at half-maximal effect; nearly all actives have a fitted effect of over 70% in size; inactives centre near 23
#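 Compound inhibition of the preformed complex between 50 nM HP1-beta and 50 nM biotinylated H3K9me3 peptide was read by AlphaScreen. Buffer was PBS pH 7.4 with 0.01% Tween-20. Incubations ran 30 min at room temperature, with 10 ug/mL donor/acceptor beads.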
# ERG-DNA inh: ERG Ets/DNA interaction inhibition; P11308; fluorescence polarization, His-ERG Ets domain / labelled DNA; Potency, µM (doses to about 76.9 µM), without a hit: at the top dose FP activity, negative = inhibition, most hits filed as inhibitors; 370,000 compounds, 0.028% hits; active = well fitted inhibition curve with a large enough effect in the polarisation, with a control signal flat; inconclusive = small, poorly fitted or top-dose-only effect, or effect the other way, or a change in a side signal; inactive = no such curve, though single readings can be large or run the other way; the % refers to the polarisation;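 also: polarization taken with two DNA probes labelled with fluorescein and Texas red; potency is read from the fitted curve at half-maximal effect; % of control where 0% means no effect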
# Target sequence (P11308 whole entry, looked up, the tested form may be a part): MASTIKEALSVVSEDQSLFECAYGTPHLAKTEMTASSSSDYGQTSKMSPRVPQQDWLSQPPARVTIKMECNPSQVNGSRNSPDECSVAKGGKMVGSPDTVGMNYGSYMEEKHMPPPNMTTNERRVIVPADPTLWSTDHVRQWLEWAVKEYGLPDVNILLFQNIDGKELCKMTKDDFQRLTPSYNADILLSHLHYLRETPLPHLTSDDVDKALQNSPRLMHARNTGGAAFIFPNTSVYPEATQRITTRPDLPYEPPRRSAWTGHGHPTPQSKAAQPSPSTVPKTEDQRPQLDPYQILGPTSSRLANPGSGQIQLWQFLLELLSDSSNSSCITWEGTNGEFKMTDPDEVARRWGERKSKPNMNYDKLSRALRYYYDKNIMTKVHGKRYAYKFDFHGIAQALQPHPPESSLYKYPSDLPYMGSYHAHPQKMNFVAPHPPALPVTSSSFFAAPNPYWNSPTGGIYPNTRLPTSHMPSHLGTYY
#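 His-tagged ERG Ets domain (1 uM in the protein solution; 300mM KCl, 50mM Tris-HCl, 1mM EDTA, 1mM DTT, pH 7.5) received compound, then a probe mix of 5 nM fluorescein-DNA and 100nM Texas-615-DNA. Fluorescence polarization was read for both dyes.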
# BAZ2B block: inhibitors of human BAZ2B bromodomain. Q9UIF8. AlphaScreen BAZ2B-H3K14Ac peptide displacement. Potency, µM (doses to about 114 µM), without a hit: at the highest dose activity change, negative = inhibition, usual class: inhibitors. 360,000 compounds, 4.4% hits. AID 504333; also: potency is read from the fitted curve at half-maximal effect; % is scaled to controls: 0 for no effect and ±100 for the full control effect; nearly all actives have a fitted effect of over 60% in size
#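 AlphaScreen displacement: compounds (up to 110uM) incubated 30 min at room temperature with a preformed 50 nM BAZ2B/50 nM biotinylated H3K14Ac peptide complex in PBS pH 7.4 with Tween-20. Donor and acceptor beads at 10 ug/mL final added, 20 min light-protected before reading.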
# PI4K2A inh: inhibitors of human PI4K2A; 420,000 compounds, 0.13% hits; Q9BTU6; purified PI4K2A, ADP-Glo luminescence, 1 h; hits give low values; activity change, negative = inhibition, % at 76.9 µM; AID 1346378; in the data active = activity change below about -50%; inconclusive = mostly about -30% to -49%;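 also: -100% = wells without enzyme as full effect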
#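 ADP-Glo luminescence measured ADP generated by PI4K2A enzyme (4 ug/mL before mixing) with 1.2 mM PI substrate (pre-mix) and 300 microM ATP (pre-mix). Tris pH7.5 buffer with MgCl2, Triton X-100; 1 h reaction at ambient temperature.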
# GLS inhibitor: inhibitors of human glutaminase (GLS); O94925; GLS enzymatic activity, qHTS titration; AID 624170; 410,000 compounds, 0.21% hits; Potency, µM (titrated, usually from 45.5 µM), inactives show at the highest dose activity change, negative = inhibition, usual class: inhibitors; also: potency is read from the fitted curve at half-maximal effect; % is scaled to controls: 0 for no effect and ±100 for the full control effect
#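 Assay buffer: 45 mM KH2PO4 pH 8.2, 0.02% Tween-20. hKGA acts on L-glutamine (1 mM solution added); product glutamate is reported by an oxidase/peroxidase Amplex Red coupling, with fluorescence taken at baseline and 30 min.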
# PGK inhibitor: T. brucei PGK inhibition; PGK/GAPDH coupled, Kinase-Glo luminescence, 60 min; Potency, µM (doses to about 57.5 µM), for inactives: top-dose activity change, negative = inhibition, most hits filed as inhibitors; 380,000 compounds, 0.043% hits; AID 602233; also: potency is read from the fitted curve at half-maximal effect; % is scaled to controls: 0 for no effect and ±100 for the full control effect; nearly all actives have a fitted effect of over 60% in size
# Target sequence (P07378 whole entry, looked up): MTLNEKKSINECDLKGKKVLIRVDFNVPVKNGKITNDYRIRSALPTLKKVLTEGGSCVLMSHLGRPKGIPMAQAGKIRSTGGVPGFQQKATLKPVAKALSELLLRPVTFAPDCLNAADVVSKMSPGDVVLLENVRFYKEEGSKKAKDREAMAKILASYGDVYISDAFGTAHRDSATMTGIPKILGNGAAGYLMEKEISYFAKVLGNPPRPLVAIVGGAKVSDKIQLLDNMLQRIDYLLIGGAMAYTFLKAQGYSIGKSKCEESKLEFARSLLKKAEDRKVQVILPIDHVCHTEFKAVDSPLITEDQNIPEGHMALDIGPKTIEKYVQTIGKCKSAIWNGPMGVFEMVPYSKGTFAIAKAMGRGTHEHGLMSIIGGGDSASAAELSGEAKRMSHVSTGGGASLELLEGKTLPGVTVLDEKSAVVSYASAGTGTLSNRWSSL
#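 Recombinant glycosomal PGK reaction used 1,3-bisphosphoglycerate generated in-well by GAPDH (100nM final) in 100mM TEA pH 7.6, 5mM MgCl2, 0.01% Tween-20. After 60 minutes at room temperature, ATP was read by Kinase-Glo Plus luminescence end-point.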
# JMJD2A Tudor inh: blocks the human JMJD2A Tudor domain; AID 504339; Potency, µM (doses to about 114 µM), for the others: top-dose activity change, negative = inhibition, usual class: inhibitors; 390,000 compounds, 4.4% hits; O75164; AlphaScreen JMJD2A-Tudor / H3K4me3 peptide binding; also: potency is read from the fitted curve at half-maximal effect; % is scaled to controls: 0 for no effect and ±100 for the full control effect; nearly all actives have a fitted effect of over 50% in size
# * marks the source's active call; other numbers are inactive results; i = inactive; ? = inconclusive; / = no result given; [ ] = remark or other dose. Unless noted, calls follow the shape of the dose curve; as a rule, active = well fitted curve in the direction sought with a large enough effect; inconclusive = small, poorly fitted or top-dose-only effect, or another doubt; inactive = no such curve, though single readings can be large; an effect the other way counts as inactive or inconclusive.
# Screens in order – Pin1 inhibitor, G9a block, HP1b chromo inh, ERG-DNA inh, BAZ2B block, PI4K2A inh, GLS inhibitor, PGK inhibitor, JMJD2A Tudor inh
COc1ccc2c(c1)NC(c1ccc(Cl)cc1)=NC(c1cccs1)=N2
    -13.4%, ?, ?, -9.4%, -27.7%, -0.1, 5.1%, /, 14.1µM*
COc1ccc(CNC(=O)C2CCNCC2)cc1
    2.3%, -16.8%[59 µM], 23.0%, -2.4%, -16.1%, -0.1, -1.9%, -2.7%, -20.1%
C=CCNC(=S)NNC(=O)CSc1nc2ccccc2s1
    -9.2%, 28.2µM*, 32.6%, -1.2%, -31.9%, 1.2, ?, -2.3%, -12.6%
CCCNC(=O)Cn1nc(-c2ccc(C)c(C)c2)c2cnc3ccc(OC)cc3c21
    -0.3%, -5.0%[59 µM], 9.6%, 1.3%, -25.7%, -0.6, -9.3%, -2.1%, -18.7%
Cc1ccc(C)c(S(=O)(=O)N2CCN(C(=O)/C=C/c3ccco3)CC2)c1
    4.2%, -21.2%[12.7 µM], ?, -4.2%, ?, ?, -14.3%, -12.0%, 44.7µM*
CCOC(=O)c1cc(-c2ccccc2)n(CCCC(=O)Nc2ccc(C)cc2Cl)c1C
    ?, -12.3%[59 µM], 11.7%, -2.6%, 2.1%, -2.1, -12.4%, 0.5%, -20.5%
CCc1c(OC(C)=O)c2ccccc2n(C)c1=O
    -1.4%, 14.1%[59 µM], 21.9%, 0.4%, 9.6%, 3.0, 1.3%, -6.3%, -6.0%
CCOC(=O)c1c(OCCO)noc1N
    0.9%, -39.7%, -19.0%, -6.4%, -3.0%, 1.6, -4.8%, 5.9%, -6.2%
CCOc1ccccc1NC(=S)NC(=O)C1CCCCC1
    ?, 15.1%, 39.8%, 4.5%, -20.1%, 0.6, -3.5%, -4.0%, -12.4%
C=CCN1C=C2C(=O)C(C)(OC(=O)CCC(=O)OC)C(=O)C(Br)=C2C=C1c1ccc(OC)cc1 (stereo unspecified)
    ?, 22.5%[12.7 µM], -11.0%, 30.3%[activator], ?, -17.1, -1.0%, -9.8%, ?
Cc1ccccc1NC(=O)CC1SC(=Nc2ccc(O)cc2)NC1=O (stereo unspecified)
    3.6%, 29.1%, 16.5%, -1.9%, 24.0%, 5.4, -23.5%, -5.9%, 3.0%
O=C(CCNC(=O)Cn1ccc2ccccc2c1=O)NCC1CCCC1c1ccccc1 (stereo unspecified)
    -6.4%, -7.5%, 31.6%, 1.6%, 4.8%, -4.9, -9.6%, i, -1.4%
Cc1oc(-c2ccccc2Cl)nc1CSc1nc2c(c(=O)[nH]1)CCC2
    8.9%, 13.5%, 42.3%[activator], -0.2%, -2.1%, -1.9, 1.2%, -5.9%, -13.5%
COc1ccc(S(=O)(=O)Nc2cccc(-c3ccc(N4CCC(C)CC4)nn3)c2)cc1OC
    4.3%, -7.1%[59 µM], 10.4%[57 µM], -3.2%, -17.8%, -18.5, 9.0%, -1.1%, -17.6%
CCN1CCN(C(=S)c2ccc(O)cc2)CC1
    0.7%, 6.31µM*, -9.5%, -14.8%, -28.2%, -2.5, 15.8%, -2.4%, -9.4%
CCc1cc(=O)[nH]c(SCc2nc(-c3cccc(Cl)c3)no2)n1
    ?, ?, 30.3%[57 µM], 16.8%, 8.3%, -6.1, -10.1%, -9.0%, 5.8%
COc1ccccc1C(=O)Nc1ccc2c(c1)nc(CCNC(=O)c1ccccc1)n2C
    7.2%, 3.2%, 16.2%, 2.8%, -4.0%, 0.9, 3.0%, -0.1%, -6.4%
Cc1cccc(-n2c(Cc3cc(=O)[nH]c(=O)[nH]3)nnc2SCC(=O)NCc2ccco2)c1
    ?, /, 34.0%, -1.5%, /, -2.9, -9.4%, -3.0%, -15.0%
CC(=O)C(Sc1nnnn1-c1ccc(O)cc1)c1ccccc1 (stereo unspecified)
    0.3%, -8.6%, 29.6%, 5.1%, 2.8%, -1.7, 0.5%, 2.7%, -3.6%
O=C(CN1C(=O)COc2ccc(S(=O)(=O)NC3CCCC3)cc21)NCc1ccc(Cl)cc1
    3.1%, -0.7%[59 µM], 15.9%, 3.6%, 1.8%, -8.5, -6.2%, -10.7%, -6.6%
N#Cc1c(SCC(N)=O)nc(-c2ccccc2)c2c1CCCC2
    4.1%, 1.6%, 21.6%, 9.3%, 1.1%, -5.2, 7.3%, -6.2%, -12.8%
COc1cc(OC)c(N2CC(C(=O)NCCC3=CCCCC3)CC2=O)cc1Cl (stereo unspecified)
    1.3%, 16.9%[12.7 µM], 56.5%[activator], -3.2%, 2.8%, 1.4, 1.8%, -3.8%, 4.5%
CCN(CC)C(=O)CSc1nnc(-c2ccccc2)c(-c2ccccc2)n1
    -2.4%, -11.3%, 0.4%, /, -3.8%, 6.0, 7.8%, 6.7%, -28.3%
Cc1c(CCOC(=O)C23CC4CC(CC(C)(C4)C2)C3)sc[n+]1Cc1ccccc1
    1.2%, -10.6%[2.33 µM], 19.1%, 7.2%, 0.1%, 2.2, 1.0%, -7.8%, -19.1%[57.1 µM]
COc1ccc(OC)c(NC(=O)C(CC(=O)O)NCc2ccco2)c1 (stereo unspecified)
    -0.8%, ?, -12.4%, -19.9%, -31.2%, -11.2, 14.3%, -5.5%, 44.7µM*
CCCNC(=O)C1CCC(CNS(=O)(=O)c2cccc3nsnc23)CC1 (stereo unspecified)
    -12.0%, 22.9%, 23.1%, -10.6%, -4.5%, -0.6, 6.4%, 3.9%, -1.1%
CCN(CC)CCN(Cc1cc2cc3c(cc2[nH]c1=O)OCCO3)C(=S)NCC(C)C
    2.3%, -10.4%[59 µM], 19.6%, 4.2%, -27.1%, -3.1, 0.4%, 6.1%, -17.7%
CCOC(=O)Cc1csc(NC(=O)CCc2ccccc2)n1
    0.1%, -8.2%, 13.0%, -2.1%, -9.1%, -2.1, -3.2%, -11.2%, -10.3%
COc1ccc(N(CC(=O)NCc2ccc(F)cc2)C(=O)CCC(=O)Nc2ccccn2)cc1
    -3.1%, 14.6%[59 µM], 18.0%, 7.0%, 9.6%, -0.8, -8.8%, -0.6%, 0.4%
COc1ccc(N(CC(=O)NCCSC2CCCCC2)S(C)(=O)=O)c(OC)c1
    2.9%, -32.1%[12.7 µM], 25.9%, 5.7%, 0.7%, 3.4, -4.1%, 8.7%, -13.4%
O=C(CSc1nc2ccccc2c(=O)n1CC1CCCO1)Nc1ccc(F)cc1 (stereo unspecified)
    -5.6%, -10.0%[59 µM], 2.3%, 9.7%, 3.0%, -6.9, 0.5%, -7.5%, -16.6%
Fc1ccc(NC(=S)N2CCSC2c2cccs2)cc1 (stereo unspecified)
    8.7%, -7.0%, 38.0%[activator], 19.3%, -0.6%, -4.2, -9.8%, -3.2%, -5.3%
CCOC(=O)CSc1nnc(C)c(=O)[nH]1
    -7.5%, 3.0%[12.7 µM], 11.6%, -6.3%, 4.7%, 0.7, 15.6%, -0.9%, 0.6%
O=C(COc1ccccc1Cl)Nc1cc(Cl)ccc1O
    30.5%[activator], 6.7%, 21.1%, 3.1%, -15.4%, -2.1, 3.0%, -6.0%, -8.7%
COc1ccc(CNC(=O)C(=O)NCC(c2ccco2)S(=O)(=O)c2cccs2)cc1 (stereo unspecified)
    1.6%, -4.7%[59 µM], 25.3%, 3.2%, 2.6%, 0.0, -9.3%, 9.4%, 2.3%
Cc1cccc(C(=O)OCC(=O)NC2CCCCCCC2)c1
    -2.4%, 3.2%[59 µM], 38.0%, -0.2%, 9.5%, 0.8, 3.6%, -2.7%, 12.4%
COc1cc(NC(=O)CC2C(=O)N(c3ccc(Cl)cc3)C(=O)N2Cc2cccs2)cc(OC)c1 (stereo unspecified)
    4.6%, 4.2%[59 µM], 27.7%, 0.5%, -11.2%, -2.9, 5.3%, -1.3%, 6.2%
Cc1nnc(SCC(=O)Nc2nccs2)s1
    -1.6%, 12.8%[59 µM], 13.4%, 4.4%, 0.3%, 0.2, -0.9%, -1.1%, -33.3%
Cc1cc(N2CCN(C)CC2)ccc1NC(=O)c1cccc(S(=O)(=O)N2CCc3ccccc3C2)c1
    -1.6%, 28.2µM*, ?, 4.4%, ?, 2.8, -12.9%, -5.3%, -35.0%
O=C(Cc1c[nH]c2ccccc12)N1CCN(S(=O)(=O)c2cccc(Cl)c2Cl)CC1
    12.6%, 14.1%[0.501 µM], 5.6%, 25.0%, -36.2%, 9.0, 0.4%, i, -30.7%
CC(O)CCc1nc2ccc(C(=O)O)cc2[nH]1 (stereo unspecified)
    -5.7%, 24.3%[59 µM], 32.8%, 5.7%, ?, 5.9, 63.2%[activator], -7.5%, ?
Cc1ccsc1C(=O)NNC(=O)CCN1CCN(c2ccccc2)CC1
    -1.3%, -22.1%, 13.1%, -14.6%, 21.7%, 3.0, 22.1%, -5.1%, -6.2%
O=C(NCC(c1ccco1)N1CCCC1)c1ccc(S(=O)(=O)Nc2ccc(F)cc2)cc1 (stereo unspecified)
    0.5%, 1.6%[59 µM], 36.7%, -0.8%, -15.2%, -2.4, -0.9%, -11.6%, -5.4%
